ST2 IL33 inh = inhibitors of human ST2 (IL1RL1) binding to IL-33, primary screen, biochemical, AlphaLISA; Interleukin-1 receptor-like 1 (Homo sapiens), Q01638; inhibition, % for hits at 17 µM; AID 1259354, 2018; AlphaLISA ST2-Fc/biotin-IL-33 interaction, 1 h; 78,000 tested, 2.3% active; in the data active means inhibition above about 30%; inconclusive means mostly about 10% to 28%
Target sequence (Q01638 whole entry, looked up): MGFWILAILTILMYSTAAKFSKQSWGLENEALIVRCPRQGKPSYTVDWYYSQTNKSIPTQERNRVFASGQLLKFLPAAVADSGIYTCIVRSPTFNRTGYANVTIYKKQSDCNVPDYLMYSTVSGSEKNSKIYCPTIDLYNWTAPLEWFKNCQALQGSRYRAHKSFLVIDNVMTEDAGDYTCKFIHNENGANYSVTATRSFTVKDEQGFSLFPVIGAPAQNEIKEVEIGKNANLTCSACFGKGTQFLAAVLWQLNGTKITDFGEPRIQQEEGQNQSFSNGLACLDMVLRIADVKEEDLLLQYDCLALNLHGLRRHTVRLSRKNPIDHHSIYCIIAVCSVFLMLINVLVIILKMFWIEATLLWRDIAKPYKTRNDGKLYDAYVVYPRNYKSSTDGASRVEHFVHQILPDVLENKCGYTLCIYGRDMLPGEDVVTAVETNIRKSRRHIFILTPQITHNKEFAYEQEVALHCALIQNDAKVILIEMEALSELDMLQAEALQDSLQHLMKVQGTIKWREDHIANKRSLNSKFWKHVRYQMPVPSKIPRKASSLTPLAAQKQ
* = called active by the depositor; i = inactive; ? = inconclusive. The list is partial, so the mix of outcomes need not match the whole.

SMILES	ST2 IL33 inh
CCN1CCCC1CNC(=O)CCC1CCN(Cc2cc(OC)c3c(c2)OCO3)CC1 (stereo not given)	?
COc1cc(-c2ccccc2O)ncn1	i
Cc1ccc(S(=O)(=O)NCCO)cc1	?
CN1CCCN(Cc2ccccc2[N+](=O)[O-])CC1	?
CN(Cc1cc(-c2ccccc2)on1)C(=O)c1ccc(-n2cnnc2)cc1	i
CCOC(=O)c1cccc(Nc2nc(-c3cccnc3)nc3ccccc23)c1	i
O=C(CSc1nc2sc3c(c2c(=O)[nH]1)CCC3)NCc1ccccn1	i
CN(C)c1nc(N)nc(-c2ccco2)n1	i
O=C(/C=C/c1ccc([N+](=O)[O-])cc1)Nc1cc2cccc([N+](=O)[O-])c2oc1=O	?
CC(C)CCNC(=O)CSc1cc(=O)n(C)c2cc(Cl)ccc12	i
O=C(NC1CCCCCCC1)C1CCCN1S(=O)(=O)c1cccc2nsnc12 (stereo not given)	33%*
COCCNC(=O)c1ccc(Cn2c(=O)c3cc(OC)c(OC)cc3n(CC(N)=O)c2=O)cc1	i
NC(=O)c1ccccc1NC(=O)CN(c1cccc([N+](=O)[O-])c1)S(=O)(=O)c1ccccc1	i
COc1cc(C2=N/C(=C\c3ccc(N(C)C)cc3)C(=O)O2)cc(OC)c1OC	?
COc1cc(OC)cc(N2C(=O)CC(Sc3ncn[nH]3)C2=O)c1 (stereo not given)	i
COc1cc(-c2nc3c(C)cccc3cc2CO)cc(OC)c1OC	i
CC1C(=O)C(C)C(c2cc(Cl)ccc2O)NC1c1cc(Cl)ccc1O (stereo not given)	i
O=C(c1ccc(F)cc1)N1CCN=C1SCc1ccc(Cl)cc1	i
CCOC(=O)c1c(NC(=O)c2ccc(OC(C)C)cc2)sc2c1CCC2	?
CCCc1cc(C(=O)NCCCN2CCCC2=O)n[nH]1	i
O=C(Nc1c[nH]c(=O)[nH]c1=O)c1ccc(Oc2ccc(C(=O)Nc3c[nH]c(=O)[nH]c3=O)cc2)cc1	36%*
CCOc1ccc(N=C2S/C(=C\c3ccc(N(C)C)cc3)C(=O)N2CC)cc1	56%*
CCOc1ccccc1OCCOCCN1CC(C)OC(C)C1 (stereo not given)	i
Cc1ccnc(CC(C)N(C)C(=O)c2ccc(N(C)C)c3ccccc23)c1 (stereo not given)	i
CCn1cc(CN(Cc2ccsc2)C(C)C)cn1	?
Cc1ccccc1CSc1ncn[nH]1	i
CCN(Cc1ccc(S(C)(=O)=O)cc1)Cc1cc(Cl)ccc1OC	?
Brc1cccc(OCCCN2CCCCC2)c1	i
O=C(O)c1cc(=O)c2c(Cl)cc(Cl)cc2[nH]1	i
O=[N+]([O-])c1cccc(C=Nc2cccc3ncccc23)c1O	i
Cc1c(OCC(=O)O)ccc2c(-c3ccccc3)cc(=O)oc12	?
COc1ccc(C2(CNC(=O)c3ccc([N+](=O)[O-])cc3)CCCC2)cc1	i
O=C(CS(=O)(=O)c1ccccc1)N[C@H]1CCN2C(=O)[C@H](Cc3ccc(F)cc3)NC(=O)[C@@H]2C1	i
O=C1c2ccc([N+](=O)[O-])cc2S(=O)(=O)N1c1ccccc1	i
O=C(C1CCCN(Cc2ccccc2Br)C1)N1CCCC1 (stereo not given)	i
Cc1cccc(C)c1NC(=O)CSc1nnc2sc3ccccc3n12	i
Cc1ccsc1[C@@H]1CCN(Cc2cccnc2N)C[C@H]1O	i
N#Cc1c(N)nc2c(c1-c1cccs1)CCCCC2	i
CN1CCC=C(CCNC(=O)C23CC4CC(CC(C4)C2)C3)C1	?
Cc1cccc(S(=O)(=O)N2CCN(c3nc(C)cc(Nc4ccccc4)n3)CC2)c1	?
Cc1c(C2CC(=O)Nc3c2c(-c2cccnc2)nn3C)oc2ccccc12 (stereo not given)	i
COC(=O)CNC(=O)c1cccc(OC2CCN(C(=O)C3CC3)CC2)c1	i
CCOCCCn1c(=N)c(C(=O)NCc2ccccc2)cc2c(=O)n3ccccc3nc21	i
Cc1ccc(Cl)cc1NS(=O)(=O)c1cccc2c1C(=O)c1ccccc1C2=O	44%*
CC1(C)C[C@H]2C[C@@](C)(CN2S(=O)(=O)c2cccc([N+](=O)[O-])c2)C1	i
O=S(=O)(Nc1ccccc1Cl)c1ccc(F)cc1	i
COc1ccc(CCc2nc(C)cc(CN(C)C)c2O)cc1OC	i
Cc1cccc(C2N(c3nccs3)C(=O)C3CCCN32)c1 (stereo not given)	i
O=C(Nc1ccc2nc(-c3ccccn3)c(-c3ccccn3)nc2c1)N1CCOCC1	i
O=C(c1ccccc1[N+](=O)[O-])N1N=C(C(F)(F)F)CC1(O)c1cccnc1 (stereo not given)	i

Continued:
SMILES	ST2 IL33 inh
CC(NC(=O)c1ccc(N2CCC(N(C)Cc3ccco3)CC2)cc1)c1ccccc1 (stereo not given)	i
Cc1cccc(NC(=O)c2cncc(Br)c2)c1	i
COCCOc1ccc(C(=O)N[C@@H]2CN(C(=O)Nc3cccc(C(F)(F)F)c3)CCC[C@H]2O)cc1	i
N=c1ncn(CC(O)CO)c2nc(Br)[nH]c12 (stereo not given)	i
COCc1cc(=O)[nH]c(SCC(=O)Nc2ccc(C)c(C)c2)n1	i
Cc1csc(SCC(=O)N2CCc3c(cc(-c4csc5ccccc45)c(=O)n3C)C2)n1	?
COc1ccc2cc3cc(C(=O)N4CCN(c5ccccn5)CC4)oc3nc2c1	i
O=C1CC(c2cccc3c2oc2ccccc23)c2cn[nH]c2N1 (stereo not given)	i
Cn1c(=O)cc(SCC(=O)NCCCN2CCCCCC2)c2ccc(Cl)cc21	i
O=C(O)C(Cc1ccc(Cl)cc1)NS(=O)(=O)c1ccccc1 (stereo not given)	?
O=C1C(=Cc2cccn2-c2ccc(Br)cc2)C(=O)c2ccccc21	i
Cc1ccn2c(=O)cc(COc3cccc(NC(=O)c4cccc(Br)c4)c3)nc2c1	i
CC(=O)Nc1ccc(NC(=O)c2ccncc2)cc1	i
O=C(CSCc1ccccc1)Nc1c(C(=O)Nc2ccccc2F)oc2ccccc12	i
Fc1ccc(OCc2nnc([C@H]3CCN(Cc4cccnc4)C3)o2)cc1	?
CCc1c(C)cc(C(=O)N2CC[C@@H](c3ccc4c(c3)OCO4)[C@H](O)C2)c(=O)n1C	i
O=C(NCCCN1CCCC1)c1ccc2c(c1)ncn2C1CCCC1	?
CCOc1ccc(S(=O)(=O)N2CCC3(CC2)OCCO3)c2cccnc12	i
O=C1c2ccccc2C(=O)N1CCCc1c[nH]c2ccccc12	i
CCOc1ccc(C2CC(c3ccccc3OC)n3nc(N)nc3N2)cc1 (stereo not given)	?

Shown with bars between the fields: six of the compounds above
molecule | ST2 IL33 inh
Cc1ccn2c(=O)cc(COc3cccc(NC(=O)c4cccc(Br)c4)c3)nc2c1 | i
O=C1c2ccccc2C(=O)N1CCCc1c[nH]c2ccccc12 | i
CCOc1ccc(S(=O)(=O)N2CCC3(CC2)OCCO3)c2cccnc12 | i
Fc1ccc(OCc2nnc([C@H]3CCN(Cc4cccnc4)C3)o2)cc1 | ?
O=C(CSCc1ccccc1)Nc1c(C(=O)Nc2ccccc2F)oc2ccccc12 | i
CCOc1ccc(C2CC(c3ccccc3OC)n3nc(N)nc3N2)cc1 (stereo not given) | ?

Remaining list, next part
SMILES	ST2 IL33 inh
COCc1nnc(NC(=O)c2ccc(S(=O)(=O)N(C)Cc3ccccc3)cc2)o1	?
CN(C)CCS(=O)c1ccccc1 (stereo not given)	i
O=C(NCCCCc1ccccc1)c1ccccc1Cl	i
O=C1Nc2ccc(-c3ccccc3F)cc2C(=O)N2CCN(C(=O)c3cccnc3)C[C@H]12	i
N#Cc1ccccc1S(=O)(=O)N[C@H]1CO[C@H]2[C@@H]1OC[C@H]2OC(=O)Nc1cccc(C(F)(F)F)c1	?
CCCCc1nc(SCC(=O)Nc2ncccn2)n[nH]1	i
CC(C)c1nnsc1CNC(=O)C1CC(=O)N(Cc2ccccn2)C1 (stereo not given)	i
O=C(Nc1ccc(Br)cc1)c1cc(-c2ccc(Cl)cc2)on1	i
COc1cc([N+](=O)[O-])ccc1NC(=O)c1ccncc1	i
CC(C)N(Cc1cnn(C)c1)C(=O)c1ccc(OC2CCN(C(=O)C3CC3)CC2)cc1	?

In the list so far, these contain a COOH group:
SMILES	ST2 IL33 inh
O=C(O)c1cc(=O)c2c(Cl)cc(Cl)cc2[nH]1	i
Cc1c(OCC(=O)O)ccc2c(-c3ccccc3)cc(=O)oc12	?
O=C(O)C(Cc1ccc(Cl)cc1)NS(=O)(=O)c1ccccc1 (stereo not given)	?

Next structures follow.
SMILES	ST2 IL33 inh
Cc1ccc(S(=O)(=O)NC2CCCCC2)cc1[N+](=O)[O-]	i
CN(Cc1ccc2nsnc2c1)C(=O)c1cc(COc2cccc(F)c2)[nH]n1	i
CN1CCC(C)(CNC2CSCCSC2)C1 (stereo not given)	?
CN(C)Cc1ccc(C(=O)NC2CCCN(C3CCCCCC3)C2)o1 (stereo not given)	i
C=C1CCC2[C@@](C)(C(=O)O)CCC[C@@]2(C)[C@@H]1CCc1ccoc1 (stereo not given in full)	i
CSc1cccc(NC(=O)CNS(=O)(=O)c2cccs2)c1	i
Cc1c(C(C)NCc2ccc(F)c(F)c2)cnn1-c1ccccc1 (stereo not given)	i
CCc1cc2c(=O)c(-c3nc4ccccc4n3C)coc2c(CN(C)C)c1O	i
Cc1ccccc1NC(=O)c1ccc(=O)n(Cc2ccc(F)cc2)c1	i
CCN(CC)C(=O)c1cc2cc3ccc(Cl)cc3nc2o1	?
CCCN(CCC)CCCNC(=O)c1cc2cc3ccc(Cl)cc3nc2o1	i
COc1ccc(-c2nnc(NC(=O)Nc3ccc(C)c(C)c3)s2)cc1OC	i
CCc1[nH]c2ccc(CNc3cc(COC)ncn3)cc2c1C	i
CCc1nc(NC(=O)NCc2ccccc2-n2cccn2)nn1C	i
CCN(CC)S(=O)(=O)c1ccc(NC(=O)C2CCCCC2)cc1	i
Cc1nc(-c2ccc(CNC(=O)c3cc(CC(C)C)nn3C)cc2)no1	?
CC1CCCC(NC(=O)CN2CCN(Cc3ccc(Cl)cc3)C2=O)C1C (stereo not given)	i
Cc1ccc2[nH]c(C)c(CN(C)C3CCCCC3)c(=O)c2c1	i
CC1CCCN(Cc2c(O)ccc3cc(-c4nc5ccccc5[nH]4)c(=O)oc23)C1 (stereo not given)	?
COC(=O)c1ccc(C2C3=C(CCCC3=O)Nc3nc(SCc4ccccc4)nn32)cc1 (stereo not given)	i
COC(=O)C1(Cc2ccc(O)c(CC=C(C)C)c2)OC(=O)C(OC)=C1c1ccc(O)c(O)c1 (stereo not given)	i
Cc1cccn2c(=O)c3cc(C(=O)NCC4CCCO4)c(=N)n(CCOCCO)c3nc12 (stereo not given)	i
O=C(N[C@H]1CO[C@H]2[C@@H]1OC[C@@H]2Nc1nccc(-c2cccc(F)c2)n1)c1ccc2c(c1)OCO2	i
O=[N+]([O-])c1cccc(S(=O)(=O)NCc2ccc(Cl)cc2)c1	i
Clc1cc(Cl)cc(-c2ncccn2)c1	i
COC(=O)c1cc2n(n1)CCN(Cc1cc3ccc(C)cc3[nH]c1=O)C2	?
O=C(O)C[C@@H]1CCN(C(=O)COc2ccccc2)C[C@@H]1CCN1CCCCC1	?
CCC(=O)Nc1ccc(Nc2nc(C)cc(Nc3ccc(C)cc3)n2)cc1	?
Cc1nn(-c2ccc(F)cc2)c(C)c1CNC(C)c1cnn(-c2cccc(F)c2)c1C (stereo not given)	i
CCCS(=O)(=O)c1c(S(=O)(=O)CCC)c2c(N)cccn2c1C(=O)c1ccc(C)cc1C	?
CCOC(=O)c1[nH]c2ccc(OC)cc2c1NC(=O)CNc1nc(C)c(C)s1	?
CCc1ccc(NC(=O)Cn2nnnc2N)cc1	i
CCOC(=O)c1c(NC(=O)COc2ccc(C(C)(C)C)cc2)sc(C(C)=O)c1C	i
Cc1nnc(Sc2cc(C(=O)NCc3ccco3)c3ccccc3n2)s1	i
Cc1c(Cl)c([N+](=O)[O-])nn1CCCC(=O)N(Cc1ccccc1)Cc1ccccc1	?
C=C(C)C(=O)O[C@H]1[C@H]2C(=C)C(=O)O[C@@H]2/C=C(\CO)CC/C=C(/C=O)[C@@H]1O	i
COc1cc(OC)c(OC)cc1CN1CCN(Cc2cc(OC)c(OC)c(OC)c2)CC1	i
O=C(NCc1ccc2c(c1)OCO2)c1ccc(NS(=O)(=O)c2cccs2)cc1	?
Cc1c(Cl)c([N+](=O)[O-])cc([N+](=O)[O-])c1N1CCCC1	40%*
Cc1ccc(OCC(O)CN2CCN(Cc3ccc4c(c3)OCO4)CC2)cc1C (stereo not given)	?

Continued; the last five above are carried over.
SMILES	ST2 IL33 inh
C=C(C)C(=O)O[C@H]1[C@H]2C(=C)C(=O)O[C@@H]2/C=C(\CO)CC/C=C(/C=O)[C@@H]1O	i
COc1cc(OC)c(OC)cc1CN1CCN(Cc2cc(OC)c(OC)c(OC)c2)CC1	i
O=C(NCc1ccc2c(c1)OCO2)c1ccc(NS(=O)(=O)c2cccs2)cc1	?
Cc1c(Cl)c([N+](=O)[O-])cc([N+](=O)[O-])c1N1CCCC1	40%*
Cc1ccc(OCC(O)CN2CCN(Cc3ccc4c(c3)OCO4)CC2)cc1C (stereo not given)	?
CCN(Cc1noc(CC(C)C)n1)C(=O)CC1CNCCO1 (stereo not given)	?
COc1ccc(-n2c(=O)[nH]cc(C(=O)N3CCc4ccccc43)c2=O)cc1	i
CCN(CCC(=O)Nc1cc([N+](=O)[O-])ccc1OC)Cc1ccccc1	i
OCCOc1ccccc1CN1CCN(c2ncnc3ccccc23)CC1	i
COc1cccc2c1NC1CC(C)CCC1C2(C)C (stereo not given)	?
COc1ccc2cc3cc(C(=O)NCC4COc5ccccc5O4)oc3nc2c1 (stereo not given)	i
Cc1cccc(NS(=O)(=O)c2cc(Br)cc3c2N(C(=O)C2CC2)CC3)c1C	i
COc1ccc(C2C(=C(O)c3ccc(C)cc3)C(=O)C(=O)N2Cc2ccccc2)cc1OC (stereo not given)	i
COc1ccc(Cl)cc1NC(=O)CSc1cc(=O)n(C)c2cc(Cl)ccc12	i
CCOc1cc2c(cc1OCC)C1C(C(=O)Nc3cc(C)ccn3)c3ccccc3C(=O)N1CC2 (stereo not given)	i
CN1C[C@@H](NS(=O)(=O)c2ccccc2)C[C@H]1c1nc(-c2ccccc2)no1	i
CCCS(=O)(=O)N1CCCC(C(=O)NCCOC)C1 (stereo not given)	?

Source: PubChem BioAssay
